Assay outcomes (PubChem BioAssay)
KKLEB tox – reduces viability of KKLEB cystic fibrosis airway cells; AID 602141; 0.36% of 360,000 active; KKLEB CF airway cells viability, ATPlite luminescence, overnight; active compounds read low; cells stimulated with P. aeruginosa culture filtrate; activity change (cytotoxicity), % at 5 µM;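 active means corrected activity change at or below -50% at 5 µM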
NR2E3 ag-1 – activates human NR2E3 receptor. Q9Y5X4. CHO-S Gal4-NCOR/VP16-NR2E3 two-hybrid, luciferase. inhibition of corepressor binding, % at 3.98 µM. 0.35% of 360,000 active. AID 602229;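 active means inhibition above the mean of all tested compounds plus 3 SD, cut at about 70% in these data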;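 further: 0% = DMSO with NR2E3 transfected cells and 100% = cells lacking NR2E3 construct; higher means lower luciferase signal from less NR2E3 corepressor binding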
Target sequence (Q9Y5X4 whole entry, looked up, the tested form may be a part): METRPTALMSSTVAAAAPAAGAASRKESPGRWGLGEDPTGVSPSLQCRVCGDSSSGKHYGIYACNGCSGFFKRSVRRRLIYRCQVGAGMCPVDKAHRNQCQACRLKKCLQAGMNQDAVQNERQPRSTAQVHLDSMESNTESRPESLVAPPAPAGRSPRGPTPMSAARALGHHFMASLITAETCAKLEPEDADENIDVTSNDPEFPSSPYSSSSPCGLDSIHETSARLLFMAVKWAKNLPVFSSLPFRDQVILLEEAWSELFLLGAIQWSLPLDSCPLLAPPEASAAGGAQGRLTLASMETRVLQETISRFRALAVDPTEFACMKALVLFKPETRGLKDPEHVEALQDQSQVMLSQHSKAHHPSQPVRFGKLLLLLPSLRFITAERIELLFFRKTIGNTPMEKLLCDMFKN
iPSC survival up – hiPSC single-cell survival enhancement; survival enhancement, % at 20 µM; 0.044% of 360,000 active; ATPlite luminescence; 100% = ROCK inhibitor wells, 0% = DMSO; in the data active means survival enhancement above about 18%;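 further: cells exposed to compounds for 16 hours before the ATP read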
Peg3 prom inh – reduces Peg3 promoter-driven luciferase expression in HeLa; 1.7% of 360,000 active; inhibition, % at 20 µM; AID 588405; HeLa PEG-Prom luciferase reporter, luminescence, overnight;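 active means inhibition of at least 50% at 20 µM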
CF NFkB block – cystic fibrosis NF-kB activation inhibition. KKLEB NF-kB-GFP reporter, PAF-induced, GFP fluorescence overnight. inhibition, % at 5 µM. 0.86% of 360,000 active;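 active means at least 50% inhibition at 5 µM, scaled per plate between neutral and stimulator controls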;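 further: PAF is a Pseudomonas aeruginosa culture filtrate used as stimulus; plate controls were PAF-stimulated DMSO wells for no effect and unstimulated DMSO wells for full effect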
Shn3 inh set2 – inhibitors of Schnurri-3 3'UTR reporter in osteoblasts; AID 588674; inhibition, % at 12.5 µM; Clone20 osteoblast Shn3 3'UTR firefly luciferase, 24 h; 0.52% of 360,000 active;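 active means mean inhibition of at least 75% with every replicate also reaching 75%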;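 further: 0% = median of neutral control wells and 100% = pilot-screen positive control compound; some compounds past the cut are filed as inactive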
HIF-2a inh – HIF-2a inhibition. AID 624352. 786-0 RCC cells HIF-2a reporter, luciferase luminescence, overnight. 0.72% of 360,000 active. inhibition, % at 18.8 µM;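 active means inhibition of the luminescence signal of 40% or more relative to plate controls, in a single-dose primary screen at 18.75 µM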
TRAIL sens C8 – sensitizes caspase-8 expressing cells to TRAIL; 1% of 360,000 active; inhibition (viability loss, TRAIL sensitization), % at 10 µM; AID 624354; NB7+C8 cells + TRAIL, ATPlite viability luminescence;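 active means compounds causing at least 50% loss of cell viability in the single-dose screen, relative to plate controls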
EBV LMP1 NFkB – inhibitors of Epstein-Barr LMP1-induced NF-kappaB reporter; inhibition, % at 12.5 µM; LMP1-induced NF-kappaB luciferase reporter cells, luminescence; 0.69% of 350,000 active; in the data active means inhibition above about 41%;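 further: 0% = neutral control wells and 100% = reference inhibitor control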
TRPM1 prom inh – inhibitors of MITF-driven TRPM1 promoter in melanoma cells; AID 488899; SK-MEL-5 TRPM1 promoter luciferase, 24 h; 0.83% of 330,000 active; inhibition, % at 12.5 µM;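 active means mean inhibition across replicates of 60% or more, whatever share of single replicates reaches that level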; further: values of inactives mirror those of a sister screen read the other way
NR2E3 ag-2 – NR2E3 (human) agonism | 0.12% of 320,000 active | Q9Y5X4 | GST-NR2E3/biotin-RetCOR TR-FRET, 1536-well | inhibition of corepressor binding, % at 4.78 µM | AID 2300;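 active means percent inhibition above the cutoff of mean plus 3 SD of all tested compounds, set per screening campaign, cut at about 20% in these data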;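 further: 0% = DMSO wells and 100% = biotin wells as full block of FRET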
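Material: NR2E3–RetCOR corepressor complex | Quantity: 1.35 nM GST-tagged NR2E3 final | Schedule: 5 h at 4 °C | Replication: Singlicate compound wells | Reagent: RetCOR corepressor, biotinylated, 7 nM | Controls: Biotin wells as high control, 0.6% DMSO wells as low control | Signal: TR-FRET, Eu(K)-anti-GST donor, streptavidin-D2 acceptor, ex 340, em 617/671 nm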
* = called active by the depositor.

Screening NS(=O)(=O)c1ccc(NC(=S)Nc2ccc(C(=O)N3CCCCC3)cc2)cc1 returned KKLEB tox -8, NR2E3 ag-1 -4, iPSC survival up 1.2, Peg3 prom inh -1, CF NFkB block 0, Shn3 inh set2 13, HIF-2a inh 0, TRAIL sens C8 -10, EBV LMP1 NFkB 1, TRPM1 prom inh 2 and NR2E3 ag-2 1.
For c1ccc(-c2nnsc2-c2ncc[nH]2)cc1 the results were KKLEB tox -3, NR2E3 ag-1 -21, iPSC survival up 0.1, Peg3 prom inh -1, CF NFkB block -1, Shn3 inh set2 -6, HIF-2a inh 12, TRAIL sens C8 -15, EBV LMP1 NFkB -8, TRPM1 prom inh 2 and NR2E3 ag-2 -4.
Screening CCOC(=O)c1ccc(N2CCN(C(C)=O)CC2)c(NC(=O)c2cccnc2)c1 returned KKLEB tox 1, NR2E3 ag-1 10, iPSC survival up -2.4, Peg3 prom inh 5, CF NFkB block 4, Shn3 inh set2 44, HIF-2a inh 10, TRAIL sens C8 -3, EBV LMP1 NFkB -39, TRPM1 prom inh -7 and NR2E3 ag-2 5.
For Cc1oc(-c2ccccc2F)nc1CS(=O)(=O)CC(=O)NC1CCCC1 the results were KKLEB tox 18, NR2E3 ag-1 -5, iPSC survival up 1.3, Peg3 prom inh 6, CF NFkB block -3, Shn3 inh set2 -5, HIF-2a inh 11, TRAIL sens C8 19, EBV LMP1 NFkB -1 and NR2E3 ag-2 1.
`Cc1onc(-c2ccccc2)c1C(=O)Nc1ccccc1NC(=O)c1c(-c2ccccc2)noc1C` gave KKLEB tox -11, NR2E3 ag-1 -17, iPSC survival up -0.3, Peg3 prom inh 10, CF NFkB block 12, Shn3 inh set2 -32, HIF-2a inh 13, TRAIL sens C8 0, EBV LMP1 NFkB 1, TRPM1 prom inh 16 and NR2E3 ag-2 -2.
For CN(C)/C=N/c1c(C#N)cnn1C the results were KKLEB tox -1, NR2E3 ag-1 -9, iPSC survival up 0.2, Peg3 prom inh -5, CF NFkB block -2, Shn3 inh set2 10, HIF-2a inh 1, TRAIL sens C8 -1, EBV LMP1 NFkB 1, TRPM1 prom inh -10 and NR2E3 ag-2 0.
`CCOC(=O)C1=C(C)NC(=S)NC1c1ccco1` (stereo not given) gave KKLEB tox 1, NR2E3 ag-1 9, iPSC survival up 2.1, Peg3 prom inh -24, CF NFkB block -15, Shn3 inh set2 13, HIF-2a inh -27, TRAIL sens C8 -2, EBV LMP1 NFkB 4, TRPM1 prom inh 3 and NR2E3 ag-2 -1.
Cc1ccc(-c2nc(CS(=O)(=O)CC(=O)NCc3cccc(F)c3)c(C)o2)cc1 was read as KKLEB tox -14, NR2E3 ag-1 1, iPSC survival up 2.2, Peg3 prom inh 13, CF NFkB block 17, Shn3 inh set2 -11, HIF-2a inh 1, TRAIL sens C8 -8, EBV LMP1 NFkB -17, TRPM1 prom inh 16 and NR2E3 ag-2 0.
CCOc1ccc(CCNS(=O)(=O)c2ccc3c(c2)N(C(C)=O)CCO3)cc1OCC was read as KKLEB tox 3, NR2E3 ag-1 7, iPSC survival up -0.5, Peg3 prom inh 5, CF NFkB block 21, Shn3 inh set2 -1, HIF-2a inh 9, TRAIL sens C8 4, EBV LMP1 NFkB 6, TRPM1 prom inh 4 and NR2E3 ag-2 0.
Cc1cc(C)nc(NC2=NCC(=O)N2c2ccccc2Br)n1 was read as KKLEB tox 14, NR2E3 ag-1 17, iPSC survival up 2.9, Peg3 prom inh 10, CF NFkB block -17, Shn3 inh set2 -8, HIF-2a inh 5, TRAIL sens C8 -13, EBV LMP1 NFkB 0, TRPM1 prom inh 10 and NR2E3 ag-2 -4.
CC(C)(C)CC(=O)Nc1nnc(SCC(=O)NCc2cccs2)s1 was read as KKLEB tox 12, NR2E3 ag-1 -5, iPSC survival up 1.4, Peg3 prom inh 10, CF NFkB block -7, Shn3 inh set2 -1, HIF-2a inh 12, TRAIL sens C8 -2, EBV LMP1 NFkB 3, TRPM1 prom inh 1 and NR2E3 ag-2 1.
Screening CCOc1ccccc1CN1C(=O)c2ccccc2C1C(=O)NC(C)CC (stereo not given) returned KKLEB tox -7, NR2E3 ag-1 -28, iPSC survival up -3.3, Peg3 prom inh -1, CF NFkB block -3, Shn3 inh set2 29, HIF-2a inh 2, TRAIL sens C8 -15, EBV LMP1 NFkB -6, TRPM1 prom inh 6 and NR2E3 ag-2 -1.
Screening Cn1c(=NC(=O)c2ccc(S(=O)(=O)N3CCCc4ccccc43)cc2)sc2cc(S(C)(=O)=O)ccc21 returned KKLEB tox -6, NR2E3 ag-1 -14, iPSC survival up -0.7, Peg3 prom inh 3, CF NFkB block -9, Shn3 inh set2 52, HIF-2a inh 9, TRAIL sens C8 -12, EBV LMP1 NFkB -4, TRPM1 prom inh 7 and NR2E3 ag-2 0.
Screening CCOC(=O)c1ccc(/C=N/O)[n+](Cc2ccccc2)c1 returned KKLEB tox 2, NR2E3 ag-1 13, iPSC survival up -0.3, Peg3 prom inh 7, CF NFkB block -19, Shn3 inh set2 5, HIF-2a inh 2, TRAIL sens C8 4, EBV LMP1 NFkB 7, TRPM1 prom inh -3 and NR2E3 ag-2 -1.
Cc1ccc(C(=O)C(C)OC(=O)Cn2cnc3c2c(=O)n(C)c(=O)n3C)cc1 (stereo not given) was read as KKLEB tox -2, NR2E3 ag-1 -41, iPSC survival up -0.4, Peg3 prom inh -4, CF NFkB block -9, Shn3 inh set2 5, HIF-2a inh 18, TRAIL sens C8 -27, EBV LMP1 NFkB 2, TRPM1 prom inh -6 and NR2E3 ag-2 -1.
Screening Cc1ccc(-n2c(SCCN)nnc2-c2cccc(C)c2)cc1 returned KKLEB tox 2, NR2E3 ag-1 -29, iPSC survival up 1.1, Peg3 prom inh -2, CF NFkB block 12, Shn3 inh set2 6, HIF-2a inh 6, TRAIL sens C8 7, EBV LMP1 NFkB -6, TRPM1 prom inh 8 and NR2E3 ag-2 -3.
`Oc1ccc(N=Nc2ccccc2-c2nn[nH]n2)c(O)c1` gave KKLEB tox 10, NR2E3 ag-1 -16, iPSC survival up -0.7, Peg3 prom inh 3, CF NFkB block -3, Shn3 inh set2 10, HIF-2a inh -2, TRAIL sens C8 1, EBV LMP1 NFkB -4, TRPM1 prom inh 15 and NR2E3 ag-2 -3.
Screening CNC(=O)CSc1nnc(-c2cnccn2)n1C returned KKLEB tox -3, NR2E3 ag-1 10, iPSC survival up -0.4, Peg3 prom inh 8, CF NFkB block 2, Shn3 inh set2 -3, HIF-2a inh 13, TRAIL sens C8 -3, EBV LMP1 NFkB -9, TRPM1 prom inh 6 and NR2E3 ag-2 -4.
Screening COc1cc(OC)cc(C(=O)N2CC(=O)Nc3ccccc32)c1 returned KKLEB tox -18, NR2E3 ag-1 -25, iPSC survival up -1.0, Peg3 prom inh 12, CF NFkB block 28, Shn3 inh set2 27, HIF-2a inh 23, TRAIL sens C8 9, EBV LMP1 NFkB 1, TRPM1 prom inh 31 and NR2E3 ag-2 -2.
For FC(F)Oc1ccc(-c2csc(NNC3=NCCCCC3)n2)cc1 the results were KKLEB tox -2, NR2E3 ag-1 -59, iPSC survival up -2.2, Peg3 prom inh -18, CF NFkB block -17, Shn3 inh set2 -5, HIF-2a inh -87, TRAIL sens C8 10, EBV LMP1 NFkB -22, TRPM1 prom inh 4 and NR2E3 ag-2 5.
N/C(COc1cccc(Cl)c1)=N\O was read as KKLEB tox -4, NR2E3 ag-1 -7, iPSC survival up -0.2, Peg3 prom inh 6, CF NFkB block -15, Shn3 inh set2 5, HIF-2a inh 1, TRAIL sens C8 -10, EBV LMP1 NFkB 3, TRPM1 prom inh -3 and NR2E3 ag-2 2.
Screening CNS(=O)(=O)c1cc(NC(=O)c2cncn2-c2ccccc2)ccc1C returned KKLEB tox -10, NR2E3 ag-1 -33, iPSC survival up 2.7, Peg3 prom inh 0, CF NFkB block 2, Shn3 inh set2 -1, HIF-2a inh -4, TRAIL sens C8 19, EBV LMP1 NFkB -5, TRPM1 prom inh -9 and NR2E3 ag-2 3.
Screening CCCc1cc(=O)[nH]c(SCC(=O)N(C)CC(=O)Nc2ccc(C)cc2)n1 returned KKLEB tox -7, NR2E3 ag-1 24, iPSC survival up 0.1, Peg3 prom inh 11, CF NFkB block 12, Shn3 inh set2 -10, HIF-2a inh 11, TRAIL sens C8 -5, EBV LMP1 NFkB -2, TRPM1 prom inh 6 and NR2E3 ag-2 3.
For CCN1CCN(c2ccc(S(=O)(=O)N3CCCCC3)cc2NC(=O)c2cc3ccccc3o2)CC1 the results were KKLEB tox -11, NR2E3 ag-1 -2, iPSC survival up 5.4, Peg3 prom inh 38, CF NFkB block 8, Shn3 inh set2 36, HIF-2a inh 19, TRAIL sens C8 8, EBV LMP1 NFkB 7, TRPM1 prom inh 11 and NR2E3 ag-2 -1.
`Cc1ccc(NCSc2ccc(Cl)cc2)cc1` gave KKLEB tox 19, NR2E3 ag-1 -63, iPSC survival up -2.7, Peg3 prom inh -407, CF NFkB block -19, Shn3 inh set2 -17, HIF-2a inh -315, TRAIL sens C8 30, EBV LMP1 NFkB -25 and TRPM1 prom inh -62.

Nothing new here: entries from further up.
N/C(COc1cccc(Cl)c1)=N\O was read as KKLEB tox -4, NR2E3 ag-1 -7, iPSC survival up -0.2, Peg3 prom inh 6, CF NFkB block -15, Shn3 inh set2 5, HIF-2a inh 1, TRAIL sens C8 -10, EBV LMP1 NFkB 3, TRPM1 prom inh -3 and NR2E3 ag-2 2.
Screening CNS(=O)(=O)c1cc(NC(=O)c2cncn2-c2ccccc2)ccc1C returned KKLEB tox -10, NR2E3 ag-1 -33, iPSC survival up 2.7, Peg3 prom inh 0, CF NFkB block 2, Shn3 inh set2 -1, HIF-2a inh -4, TRAIL sens C8 19, EBV LMP1 NFkB -5, TRPM1 prom inh -9 and NR2E3 ag-2 3.
Screening CCCc1cc(=O)[nH]c(SCC(=O)N(C)CC(=O)Nc2ccc(C)cc2)n1 returned KKLEB tox -7, NR2E3 ag-1 24, iPSC survival up 0.1, Peg3 prom inh 11, CF NFkB block 12, Shn3 inh set2 -10, HIF-2a inh 11, TRAIL sens C8 -5, EBV LMP1 NFkB -2, TRPM1 prom inh 6 and NR2E3 ag-2 3.
For CCN1CCN(c2ccc(S(=O)(=O)N3CCCCC3)cc2NC(=O)c2cc3ccccc3o2)CC1 the results were KKLEB tox -11, NR2E3 ag-1 -2, iPSC survival up 5.4, Peg3 prom inh 38, CF NFkB block 8, Shn3 inh set2 36, HIF-2a inh 19, TRAIL sens C8 8, EBV LMP1 NFkB 7, TRPM1 prom inh 11 and NR2E3 ag-2 -1.

Some of the compounds tested; count on the stated rates, not on these rows.
